USP1 inh – blocks the human USP1/UAF1 deubiquitinase complex | recombinant USP1/UAF1, Ub-Rhodamine cleavage fluorescence | O94782 | hit rate 0.23% among 390,000 | Potency, µM (titrated, usually from 57.1 µM), inactives show at the highest dose activity change, negative = inhibition, hits mostly inhibitors; further: potency means the concentration at half of the fitted maximal effect; on the % scale 0 is the no-effect control and ±100 the full control effect; nearly all actives have a fitted effect of over 60% in size; inactives centre near -12
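USP1/UAF1 complex at 1 nM was preincubated with compound for 15 min at room temperature, then Ub-Rho substrate (150nM final) was added. Fluorescence (480/540 nm) was read kinetically, 6 reads every 60 seconds.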
Pin1 inh – blocks the human prolyl isomerase Pin1; Q13526; Pin1 FP peptide displacement, HiFluor488, 10 min; Potency, µM (titrated, usually from 115 µM), without a hit: at the highest dose activity, negative = inhibition, usual class: inhibitors; hit rate 0.009% among 390,000; AID 504891; active means well fitted inhibition curve with a large enough effect in the polarisation, with a control signal flat, not every such curve was filed as active; inconclusive means small, poorly fitted or top-dose-only effect, or effect the other way, or a change in a side signal; inactive means no such curve, though single readings can be large or run the other way; the % refers to the polarisation; further: potency means the concentration at half of the fitted maximal effect; on the % scale 0 is the no-effect control and ±100 the full control effect
GLS inh – glutaminase GLS (human) inhibition; hit rate 0.21% among 410,000; O94925; GLS enzymatic activity, qHTS titration; Potency, µM (series often up to 45.5 µM), inactives show at the top dose activity change, negative = inhibition, actives largely listed as inhibitors; further: potency means the concentration at half of the fitted maximal effect; on the % scale 0 is the no-effect control and ±100 the full control effect
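Read-out is an Amplex red fluorescence increase coupled through glutamate oxidase and HRP, measured before and after 30 min room-temperature incubation. hKGA is in 45 mM KH2PO4 (pH 8.2) with 0.02% Tween-20; glutamine added as 1mM solution.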
PI4K2A inh – inhibitors of human PI4K2A | Q9BTU6 | AID 1346378 | hit rate 0.13% among 420,000 | activity change, negative = inhibition, % at 76.9 µM | purified PI4K2A, ADP-Glo luminescence, 1 h; stronger effect = lower value; in the data active means activity change below about -50%; inconclusive means mostly about -30% to -49%;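 further: -100% = wells without enzyme as full effect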
Target sequence (Q9BTU6 whole entry, looked up): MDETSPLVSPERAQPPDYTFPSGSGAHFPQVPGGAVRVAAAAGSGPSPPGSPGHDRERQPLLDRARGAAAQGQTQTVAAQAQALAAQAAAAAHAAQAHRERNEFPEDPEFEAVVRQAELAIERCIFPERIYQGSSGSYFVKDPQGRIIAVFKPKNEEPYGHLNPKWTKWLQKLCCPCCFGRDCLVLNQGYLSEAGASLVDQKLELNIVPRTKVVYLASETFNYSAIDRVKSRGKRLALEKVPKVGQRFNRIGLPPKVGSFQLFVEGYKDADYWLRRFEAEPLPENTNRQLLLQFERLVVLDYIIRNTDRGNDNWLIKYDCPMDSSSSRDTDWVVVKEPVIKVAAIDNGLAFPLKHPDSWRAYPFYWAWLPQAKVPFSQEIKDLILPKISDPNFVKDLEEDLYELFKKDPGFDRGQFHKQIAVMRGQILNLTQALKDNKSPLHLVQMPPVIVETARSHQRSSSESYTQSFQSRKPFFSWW
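In this quantitative HTS, ADP production by PI4K2A was quantified luminescently after 1 h at ambient temperature; 100 microM adenosine served as plate-quality control.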
mIDH1 inhibitor – human IDH1 R132H inhibition | O75874 | IDH1-R132H enzyme, NADPH consumption, diaphorase/resazurin fluorescence | Potency, µM (highest dose often 76.6 µM), inactives show at the highest dose activity change, negative = inhibition, usual class: inhibitors | hit rate 0.093% among 390,000; further: potency means the concentration at half of the fitted maximal effect; on the % scale 0 is the no-effect control and ±100 the full control effect; nearly all actives have a fitted effect of over 65% in size
Target sequence (O75874 whole entry R132H, stated change not applied): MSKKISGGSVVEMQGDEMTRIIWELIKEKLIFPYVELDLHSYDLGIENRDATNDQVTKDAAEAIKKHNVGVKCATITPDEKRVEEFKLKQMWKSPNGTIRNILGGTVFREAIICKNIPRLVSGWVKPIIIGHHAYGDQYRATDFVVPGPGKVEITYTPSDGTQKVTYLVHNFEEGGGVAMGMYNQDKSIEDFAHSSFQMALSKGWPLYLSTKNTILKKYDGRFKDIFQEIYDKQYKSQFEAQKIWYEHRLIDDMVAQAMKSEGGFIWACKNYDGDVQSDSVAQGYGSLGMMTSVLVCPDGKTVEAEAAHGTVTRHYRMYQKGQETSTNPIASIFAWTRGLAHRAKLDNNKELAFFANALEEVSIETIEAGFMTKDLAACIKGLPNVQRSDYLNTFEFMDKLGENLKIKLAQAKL
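IDH1-R132H (0.5 ug/mL dispensed) in pH 7.5 Tris buffer was preincubated 30 min with compound, then given a substrate mix of 0.016 mM NADPH and 2 mM alpha-KG for 80 min at room temperature; remaining NADPH was read by diaphorase/resazurin fluorescence.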
PGK inhibitor – blocks T. brucei phosphoglycerate kinase. PGK/GAPDH coupled, Kinase-Glo luminescence, 60 min. Potency, µM (series often up to 57.5 µM), for the others: at the highest dose activity change, negative = inhibition, actives largely listed as inhibitors. hit rate 0.043% among 380,000. AID 602233; further: potency means the concentration at half of the fitted maximal effect; on the % scale 0 is the no-effect control and ±100 the full control effect; nearly all actives have a fitted effect of over 60% in size
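Luminescent ATP detection (Kinase-Glo Plus) follows a 60-minute room-temperature incubation, with wells lacking PGK as controls. Buffer: 100 mM TEA (pH 7.6), 5 mM MgCl2, 0.01% Tween-20. Coupling enzyme GAPDH (100 nM final) supplies unstable 1,3-BPG in-well.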
HP1b binding inh – HP1-beta chromodomain-methylated histone interaction inhibition. hit rate 0.56% among 390,000. Potency, µM (highest dose often 114 µM), inactives show at the top dose activity change, negative = inhibition, actives largely listed as inhibitors. AlphaScreen HP1-beta / biotin-H3K9me3 peptide binding. AID 540317. P83916; further: potency means the concentration at half of the fitted maximal effect; nearly all actives have a fitted effect of over 70% in size; inactives centre near 23
Target sequence (P83916 whole entry, looked up): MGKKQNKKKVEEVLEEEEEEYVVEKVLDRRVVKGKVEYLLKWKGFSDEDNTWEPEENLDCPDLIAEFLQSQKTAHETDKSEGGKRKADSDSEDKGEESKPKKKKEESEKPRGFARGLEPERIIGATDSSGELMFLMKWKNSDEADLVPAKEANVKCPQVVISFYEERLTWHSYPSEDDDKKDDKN
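AlphaScreen: HP1-beta (50 nM) preformed 30 min with biotin-H3(1-18)K9me3 peptide (50 nM) in PBS pH 7.4, 0.01% Tween-20. Compound added for 30 min at RT, then streptavidin donor/nickel chelate acceptor beads (10 ug/mL) for 30 min.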
TrxR1 substrate – rat thioredoxin reductase 1 substrate activity; O89049; hit rate 0.01% among 390,000; Potency, µM (highest dose often 114 µM), inactives show at the top dose activity change, negative = substrate turnover; purified TrxR1 substrate turnover, NADPH consumption readout; further: potency means the concentration at half of the fitted maximal effect; on the % scale 0 is the no-effect control and ±100 the full control effect; nearly all actives have a fitted effect of over 50% in size
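Rat TrxR1, dispensed at 90 nM, was prereduced with 400 uM NADPH (final) for 5 min at ~22 deg C, then incubated with compound 15 min before 400 uM selenite. A first-read NADPH fluorescence drop versus no-compound background flagged substrates.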
TrxR1 inh – rat TrxR1 inhibition | O89049 | recombinant rTrxR1, NADPH fluorescence consumption, selenite substrate | Potency, µM (top dose mostly 114 µM), for the others: at the top dose activity change, negative = inhibition, most hits filed as inhibitors | hit rate 1% among 390,000 | AID 588453; further: potency means the concentration at half of the fitted maximal effect; on the % scale 0 is the no-effect control and ±100 the full control effect; nearly all actives have a fitted effect of over 65% in size
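Rat TrxR1 (90 nM in the dispensed reagent) was pre-reduced with 400 uM NADPH for 5 min at room temperature, then incubated with compound for 15 min. After 400 uM selenite was added, NADPH fluorescence (Ex 340/Em 450 nm) was followed for 8 min.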
An asterisk follows results filed as active; i = inactive; ? = inconclusive; . = not tested or not shown; [ ] = another dose, or the depositor's remark. Unless noted, the call rests on the fitted dose curve; in most records, active means well fitted curve in the direction sought with a large enough effect; inconclusive means small, poorly fitted or top-dose-only effect, or another doubt; inactive means no such curve, though single readings can be large; an effect the other way counts as inactive or inconclusive. Not all compounds are listed; the hit share may differ from the screen's.

SMILES	USP1 inh	Pin1 inh	GLS inh	PI4K2A inh	mIDH1 inhibitor	PGK inhibitor	HP1b binding inh	TrxR1 substrate	TrxR1 inh
Brc1cccc(OCCOCCn2ccnc2)c1	3%	2%	13%	1	9%	-7%	-75%	2%	9%[57.1 µM]
COc1cc2[nH]c(=O)n(CCC(=O)NCCC(C)C)c(=O)c2cc1OC	-17%	-4%	-1%	5	0%	3%	20%	33%[activator]	11%
Clc1ccc(Nc2c(-c3ccccc3Cl)nc3ccc(Cl)cn23)cc1	-34%	2%	14%	2	5%	0%	10%	14%	1%
C=CCN(CC=C)C(=O)Nc1ccc2nc(C)sc2c1	-28%	8%	0%	1	10%	-2%	55%[activator]	4%	10%
N#CCSc1ccccc1NC(=O)COC(=O)CCN1C(=O)C2CC=CCC2C1=O (centres undefined)	1%	-1%	7%	1	7%	-3%	14%	-3%	1%
CCCCOC(=O)Nc1nc(C)c(C(=O)OCC)s1	-7%	-8%	4%	-1	-5%	i	23%	-1%	12%
CCc1ccc(C2=NN(CCC(=O)NC(C)c3ccc4c(c3)OCCO4)C(=O)CC2)cc1 (centres undefined)	9%	-2%	14%	0	0%	i	3%	-2%	7%
CCSCc1nnc(SCC(=O)Nc2ccc(OC)cc2)n1C	-13%	-5%	7%	-2	11%	-6%	-6%	2%[57.1 µM]	20%[57.1 µM]
CCc1ccc2nc(N3CCN(C(=O)C(C)(C)C)CC3)sc2c1	-9%	-7%	5%	1	5%	-2%	31%	11%	27%
CCn1c(=O)c2cc(C(=O)NCCOC)sc2c2ccccc21	-13%	13%	15%	-2	7%	-1%	25%	78%[activator]	-13%
O=C(O)CCc1ccc(-c2ccccc2)n1-c1cccc(Br)c1	?	-2%	26%	2	27%	12%	-22%	3%	?
CCc1nnc(NC(=O)CN2C(=O)/C(=C/c3cc(OC)c(OC)c(OC)c3)SC2=S)s1	?	?	-17%	-1	-6%	-7%	11%	6%[57.1 µM]	13%[57.1 µM]
COc1cccc(C(=O)Cn2c(N3CCCCC3)nc3c2c(=O)n(C)c(=O)n3C)c1	-14%	3%	0%	2	2%	4%	23%	8%[57.1 µM]	7%[11.4 µM]
COc1ccccc1NC(=O)C(Cc1ccccc1)NS(=O)(=O)c1cccc2nsnc12 (centres undefined)	-3%	-1%	1%	-1	-1%	-5%	-3%	-6%	16%
O=C(COC(=O)[C@H](Cc1ccccc1)NC(=O)c1ccco1)Nc1ccccc1	-19%	-6%	1%	-1	-1%	-7%	22%	4%	11%
CSc1nc(C)c(C(=O)Nc2ccccc2)c(-c2ccco2)c1C#N	-11%	7%	1%	-7	-6%	-1%	33%	4%[57.1 µM]	15%[57.1 µM]
O=C(Nc1ccc(F)cc1)N1CCN(CCc2ccccc2)CC1	-14%	?	8%	-1	0%	0%	41%[activator]	4%	23%
COc1ccc(CCNC(=O)CCc2cn(C)c3ccccc23)c(OC)c1OC	-25%	1%	6%	-5	0%	4%	-5%	-7%	-22%
O=C(c1ccco1)N1CCN(C(=S)NC2CC3CCC2C3)CC1 (centres undefined)	-16%	6%	-6%	7	0%	i	47%[activator]	-1%	10%
CN1OC(CC(=O)O)N(c2ccc(Cl)cc2)C1=O (centres undefined)	-18%	0%	6%	-2	0%	14%	66%[activator]	11%[57.1 µM]	10%[57.1 µM]
COC(=O)C1=NNC(C(=O)c2ccco2)C1c1ccc(OC)cc1 (centres undefined)	-14%	2%	-1%	4	-3%	i	46%[activator]	3%	33%
COc1ccc(-c2noc(CN(C)Cc3ccc(C)o3)n2)cc1	-17%	-6%	2%	0	10%	-3%	9%	-10%[57.1 µM]	16%[57.1 µM]
O=C(CSc1nncs1)NC(=O)NC1CCCC1	4%	-2%	0%	-1	6%	-3%	32%	-5%	40%[0.0914 µM]
CCc1ccc(CN2CCC(N3CCC(C(=O)N4CCCC4)CC3)CC2)o1	-28%	-1%	-2%	-2	-14%	5%	26%	?	?
CC(C)CCCCCCCCCCCCC(=O)NCC(=O)NC1C(O)C(O)C(Nc2ncnc3nc[nH]c23)OC1C(O)CO (centres undefined)	2%	4%	3%	-6	-3%	-2%	24%	9%[57.1 µM]	-12%[11.4 µM]

Additional entries.
SMILES	USP1 inh	Pin1 inh	GLS inh	PI4K2A inh	mIDH1 inhibitor	PGK inhibitor	HP1b binding inh	TrxR1 substrate	TrxR1 inh
O=C(O)C1CC=CCC1C(=O)NCCCN1CCCC1=O (centres undefined)	-25%	-5%	4%	6	2%	-7%	27%	-2%	20%
CCCn1nnc(NC(=O)c2ccc(F)cc2)n1	-6%	-5%	-1%	7	2%	-7%	28%	7%[57.1 µM]	11%
COc1cc(CCC(=O)O)on1	-20%	2%	-2%	-5	-7%	-8%	14%	-2%[57.1 µM]	0%[2.29 µM]
COc1ccccc1-c1nnc(C2CCN(S(=O)(=O)c3cccc([N+](=O)[O-])c3)CC2)o1	-9%	-2%	?	5	-12%	-6%	-5%[57 µM]	-9%	6%
COc1cccc(-c2ccc3c(c2)O[C@@H](CN(C)Cc2cncnc2)[C@@H](C)CN([C@H](C)CO)S3(=O)=O)c1	1%	.	1%	10	3%	1%	.	.	.
COc1ccc(-c2cc3c(nn2)-c2ccccc2C3=O)cc1	-22%	9%	7%	-56*	1%	?	-8%	3%[57.1 µM]	20%[57.1 µM]
Cc1cc(N2CCOCC2)n2ncc(-c3ccccc3Cl)c2n1	-21%	-3%	-4%	-7	8%	i	70%[activator]	11%[57.1 µM]	11%[57.1 µM]
COc1ccc(C(=O)c2ccc(OC)c(N)c2)cc1N	-8%	-2%	.	2	-4%	-1%	18%	-7%	-19%
CCOc1ccccc1C(=O)N(Cc1cc(OC)c(OC)c(OC)c1)C1CCS(=O)(=O)C1 (centres undefined)	-9%	3%	1%	2	42%[activator]	-19%	15%	6%	17%
CCN(CC)CCCNc1cc(-c2ccccc2)nc(C)n1	-24%	-1%	9%	2	-2%	1%	49%[activator]	4%	23%
COc1cc(/C=C2\S/C(=N/S(=O)(=O)c3ccc(C)cc3)NC2=O)c([N+](=O)[O-])cc1OC	-14%	-3%	.	2	-1%	-9%	21%	-8%	-10%
CCCCc1nn2c(=O)cc(COC(=O)c3ccc(NC(=O)c4cccc(OC)c4)cc3)nc2s1	8%	2%	-9%	2	-13%	-1%	36%	-7%[57.1 µM]	1%[57.1 µM]
Nc1[nH]c(N=NC(=O)c2ccc(Cl)cc2)c2ccccc12	-3%	0%	-9%	5	4%	-14%	31%[activator]	-10%	-18%
C=CCNCC(=O)N1N=C(c2ccc3ccccc3c2)CC1c1ccc(OC)cc1 (centres undefined)	-19%	7%	-12%	1	2%	3%	?	19%	6%[57.1 µM]
COc1ccc(NC(=O)N(C)C[C@@H]2OCc3cn(nn3)CCCC(=O)N([C@@H](C)CO)C[C@H]2C)cc1	-29%	.	9%	-1	-1%	-8%	.	.	.
CC1CC1C(=O)Nc1cc(C(F)(F)F)ccc1N1CCOCC1 (centres undefined)	-14%	3%	-2%	0	-10%	0%	27%	0%	18%
COc1cccc(N2CCN(C(=O)c3cnc4c(-c5ccc(F)cc5)c(C)nn4c3C)CC2)c1	-7%	25%	14%	-2	-8%	-9%	-4%	-2%[57.1 µM]	2%[57.1 µM]
O=C(NCCCC(=O)N1CCOCC1)c1cccnc1	-7%	-15%	0%	3	-3%	i	31%	2%[57.1 µM]	23%[57.1 µM]
C/C=C/c1ccc2c(c1)O[C@@H](CN(C)C(=O)c1ccc(F)cc1)[C@@H](C)CN([C@H](C)CO)S2(=O)=O	-27%	.	1%	0	-1%	7%	.	.	.
Cc1cc(C(=O)OCC(=O)N2CCN(C(=O)c3ccco3)CC2)c(C)n1-c1ccc(F)cc1	-23%	-4%	-12%	-6	2%	i	-10%	-4%	-3%
O=C(NCCc1ccccc1)c1ccc2c(c1)N(Cc1ccccc1)C(=O)c1ccccc1S2(=O)=O	?	17%	-7%	2	.	.	14%	-4%	24%
O=C1NN(c2ccccc2)C(=O)/C1=C/c1ccc(-c2ccc(Cl)c(C(=O)O)c2)o1	-22%	?	?	-1	21%	?	?	-1%[57.1 µM]	-3%[57.1 µM]
O=C(NCc1n[nH]c(=S)n1-c1ccc(Br)cc1)c1ccc(S(=O)(=O)N2CCOCC2)cc1	-18%	12%	-6%	-2	0%	-6%	28%	-2%	-22%
COc1ccc(C)cc1N(CC(=O)N1CCCCCC1)S(C)(=O)=O	-12%	-6%	1%	-13	2%	-9%	-2%	7%[57.1 µM]	16%[57.1 µM]
Cc1ccc2nsnc2c1S(=O)(=O)N(CCO)Cc1cc2cc3c(cc2[nH]c1=O)OCCO3	-6%	4%	-2%	0	7%	.	15%	-1%[57.1 µM]	-1%
CSc1nnc(Cc2cc(=O)[nH]c(=O)[nH]2)n1-c1cccc(C)c1	-2%	-12%	9%	2	11%	6%	42%[activator]	10%	16%

3 entries from above, with values under each structure:
Order of values: USP1 inh, Pin1 inh, GLS inh, PI4K2A inh, mIDH1 inhibitor, PGK inhibitor, HP1b binding inh, TrxR1 substrate, TrxR1 inh
> CCCn1nnc(NC(=O)c2ccc(F)cc2)n1
→ -6%, -5%, -1%, 7, 2%, -7%, 28%, 7%[57.1 µM], 11%
> Cc1cc(C(=O)OCC(=O)N2CCN(C(=O)c3ccco3)CC2)c(C)n1-c1ccc(F)cc1
→ -23%, -4%, -12%, -6, 2%, i, -10%, -4%, -3%
> CCN(CC)CCCNc1cc(-c2ccccc2)nc(C)n1
→ -24%, -1%, 9%, 2, -2%, 1%, 49%[activator], 4%, 23%
